# Integrin act MD: integrin-mediated muscular dystrophy alleviation activation | alpha7betagal myoblasts, beta-gal FDG fluorescence, 48 h | Potency, µM (highest dose often 38.3 µM), for the others: top-dose activation, hits mostly activators | hit rate 0.064% among 350,000;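 also: potency is read from the fitted curve at half-maximal effect; 100% = response of the positive control SU9516; nearly all actives have a fitted effect of over 60% in size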
#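 alpha7betagal+/- myoblasts (passage 13, 250/well) treated 48 h at 37C with compounds at 1:260 dilution of DMSO stock. Lysed, then beta-galactosidase activity read as FDG fluorescence (ex 480/em 540) after 30 min, with pre-read for autofluorescence.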
# B2AR arrestin: beta2AR (human) beta-arrestin recruitment activity. Potency, µM (top dose mostly 46.1 µM), for inactives: top-dose activation, hits mostly activators. hit rate 0.02% among 330,000. beta-arrestin recruitment to beta2AR, cell-based reporter;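 also: potency is read from the fitted curve at half-maximal effect; 0% = DMSO controls and full agonism = EC100 isoproterenol or metaproterenol; nearly all actives have a fitted effect of over 65% in size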
# BRCA1 expr act: increases BRCA1 expression; MCF7-BRCA1-FFLuc reporter, luminescence, 48 h; response scale: scaled: vehicle 0%, 10 µM genistein 100%; Potency, µM (series often up to 46.1 µM), without a hit: at the top dose activation, usual class: activators; hit rate 1.1% among 380,000; also: potency is read from the fitted curve at half-maximal effect; nearly all actives have a fitted effect of over 80% in size; some results filed as inactive show a strong effect at the top dose
#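 Quantitative HTS in MCF7 cells stably reporting BRCA1 expression via firefly luciferase. Compound treatment lasts 48 h at 37 °C in phenol-red free MEM. Activation is expressed relative to genistein at 10 microM and DMSO.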
# S-ASM inh: blocks human secretory acid sphingomyelinase; placental ASM, HMU-PC fluorogenic substrate, 60 min; P17405; hit rate 0.006% among 340,000; Potency, µM (series often up to 57.5 µM), without a hit: at the highest dose activity change, negative = inhibition, actives largely listed as inhibitors; AID 504937; also: potency is read from the fitted curve at half-maximal effect
# Target sequence (P17405 47-631 limits assumed): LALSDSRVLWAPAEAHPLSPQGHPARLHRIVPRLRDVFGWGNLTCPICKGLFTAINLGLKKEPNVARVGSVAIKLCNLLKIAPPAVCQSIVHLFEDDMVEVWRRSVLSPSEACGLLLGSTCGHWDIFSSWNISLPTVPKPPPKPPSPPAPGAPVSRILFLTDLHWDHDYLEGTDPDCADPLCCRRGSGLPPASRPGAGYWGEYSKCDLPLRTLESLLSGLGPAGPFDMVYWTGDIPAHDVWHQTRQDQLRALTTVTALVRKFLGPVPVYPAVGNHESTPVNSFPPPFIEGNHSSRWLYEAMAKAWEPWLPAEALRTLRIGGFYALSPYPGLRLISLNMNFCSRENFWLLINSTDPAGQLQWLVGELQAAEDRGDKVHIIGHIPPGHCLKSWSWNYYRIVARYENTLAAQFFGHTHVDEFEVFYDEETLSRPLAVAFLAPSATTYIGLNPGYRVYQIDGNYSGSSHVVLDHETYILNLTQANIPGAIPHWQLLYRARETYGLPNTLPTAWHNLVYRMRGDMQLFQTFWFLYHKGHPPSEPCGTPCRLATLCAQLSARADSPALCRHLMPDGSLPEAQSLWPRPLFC
#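 Fluorescence read-out (Ex 386 nm, Em 447 nm) after stopping the reaction at pH 10. Enzyme: ASM from human placenta; substrate HMU-PC0, 9 uM final; 60 min, 37 °C. Compound preincubation 10 min, ambient temperature.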
# USP2a inh: USP2a (human) protease inhibition; USP2 core, Ub-CHOP2 coupled fluorogenic reporter, 485/531; Potency, µM (highest dose often 38.3 µM), for the others: top-dose activity change, negative = inhibition, hits mostly inhibitors; hit rate 0.01% among 330,000; AID 463254;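 also: potency is read from the fitted curve at half-maximal effect; plate controls were DMSO wells for no effect and full inhibition by NEM control for full effect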
#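 Cell-free coupled assay: 10nM USP2 core preincubated 30min RT with compound in Tris-HCl pH 8.0/CaCl2/CHAPS buffer, then 25nM Ub-CHOP2 and 25nM reporter substrate; fluorescence (Ex 485/Em 531) read after 60min RT, normalized to NEM inhibition, concentration-response curves fitted.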
# p53 reactivator: restores transcriptional activity of mutant p53; H1299 p53-A138V BP100-luciferase reporter, luminescence, 24 h; Potency, µM (top dose mostly 92.2 µM), without a hit: top-dose activity change, positive = activation, actives largely listed as activators; hit rate 0.063% among 320,000; also: potency is read from the fitted curve at half-maximal effect; % of control where 0% means no effect; nearly all actives have a fitted effect of over 45% in size
#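 p53-null H1299 cells stably carrying temperature-sensitive p53-A138V and a BP100-luciferase reporter were pinned with compounds (4-point, 1:5 series) and held 24 hrs at 37 deg C. Luminescence was read 10 min after detection reagent.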
# PTAP TSG101 blk: blocks PTAP/TSG101 interaction to inhibit HIV-1 budding. 340,000 tested, under 10 active. Fluorescence polarization, FITC-PTAP peptide / Tsg101 binding. Potency, µM (top dose mostly 115 µM), for inactives: at the highest dose activity change, negative = inhibition, actives largely listed as inhibitors. AID 493005; active = well fitted inhibition curve with a large enough effect in the main read-out, with a control signal flat, not every such curve was filed as active; inconclusive = small, poorly fitted or top-dose-only effect, or effect the other way, or a change in a side signal; inactive = no such curve, though single readings can be large or run the other way; also: potency is read from the fitted curve at half-maximal effect; % of control where 0% means no effect
# Target sequence (Q99816 whole entry, looked up): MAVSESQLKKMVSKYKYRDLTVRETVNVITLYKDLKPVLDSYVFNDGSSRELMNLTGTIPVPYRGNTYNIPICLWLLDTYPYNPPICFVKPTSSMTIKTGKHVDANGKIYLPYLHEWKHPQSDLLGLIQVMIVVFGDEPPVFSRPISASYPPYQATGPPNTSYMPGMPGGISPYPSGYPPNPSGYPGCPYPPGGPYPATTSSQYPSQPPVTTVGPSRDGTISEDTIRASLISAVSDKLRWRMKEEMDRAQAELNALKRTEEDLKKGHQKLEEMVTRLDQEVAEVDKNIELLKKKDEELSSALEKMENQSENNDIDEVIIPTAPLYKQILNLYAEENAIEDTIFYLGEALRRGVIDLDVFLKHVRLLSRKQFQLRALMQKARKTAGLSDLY
#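 Fluorescence anisotropy tracks displacement of a FITC-tagged PTAP peptide (50 nM) from the Tsg101 binding domain (10 uM), following a 20 min room-temperature incubation at pH 7.5.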
# TRPV1 ag: agonists of human vanilloid receptor 1 (TRPV1). Q8NER1. TRPV1-expressing cells, Fluo-8 calcium influx, agonist mode. hit rate 0.19% among 320,000. activation, % at 8.33 µM; in the data active = activation above about 80%; inconclusive = between about 30% and that limit; also: 0% is about no effect
#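 Fluo-8 calcium influx in TRPV1-expressing cells, kinetic read (ex 480/em 520 nm). Compound added and read 3 min for agonist activity, followed by capsaicin at EC20 final and 2 min further read for enhancement.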
# uPA generation: cell surface uPA generation inhibition. cell surface uPA generation assay, qHTS. Potency, µM (series often up to 38.3 µM), without a hit: at the highest dose activity change, negative = inhibition, most hits filed as inhibitors. hit rate 0.31% among 330,000. AID 540303; active = well fitted inhibition curve with a large enough effect; inconclusive = small, poorly fitted or top-dose-only effect; inactive = no such curve, though single readings can be large or run the other way; tested in mouse RAW 264.7 cells; also: potency is read from the fitted curve at half-maximal effect; % is scaled to controls: 0 for no effect and ±100 for the full control effect; nearly all actives have a fitted effect of over 55% in size
# ELG1 genotox: inducers of genotoxicity in HEK293T ELG1-luciferase cells; hit rate 1.3% among 330,000; HEK293T ELG1-luciferase reporter, luminescence, 16 h; Potency, µM (titrated, usually from 46 µM), inactives show at the highest dose activity change, positive = activation, most hits filed as activators; also: potency is read from the fitted curve at half-maximal effect; % of control where 0% means no effect; nearly all actives have a fitted effect of over 60% in size
#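 Quantitative HTS format in 1536-well plates. HEK293T ELG1-luciferase reporter cells receive test compound and are incubated 16 hr at 37 °C, 5% CO2; ONE-Glo added, 30 min room temperature, then luminescence read.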
# Eya2 inh: blocks the phosphatase activity of human Eya2. O00167. recombinant Eya2, OMFP fluorescence dephosphorylation (OMFP is methylfluorescein phosphate). Potency, µM (doses to about 76.9 µM), inactives show at the top dose activity, negative = inhibition, usual class: inhibitors. hit rate 0.006% among 330,000. AID 488837; also: potency is read from the fitted curve at half-maximal effect; % is scaled to controls: 0 for no effect and ±100 for the full control effect
#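 Eya2 (0.2 uM) preincubated 10 min at ambient with compound, then OMFP substrate added at 50 uM; 10 min reaction in 50 mM HEPES pH 7.5, 50 mM NaCl, 5 uM MgCl2, 0.05% BSA, 1 mM DTT. Fluorescence read at Ex 485/Em 525 nm.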
# * hit, by the source's call; ? = inconclusive; · = no result given; [ ] = remark or other dose. Unless noted, calls follow the shape of the dose curve; as a rule, active = well fitted curve in the direction sought with a large enough effect; inconclusive = small, poorly fitted or top-dose-only effect, or another doubt; inactive = no such curve, though single readings can be large; an effect the other way counts as inactive or inconclusive.
SMILES,Integrin act MD,B2AR arrestin,BRCA1 expr act,S-ASM inh,USP2a inh,p53 reactivator,PTAP TSG101 blk,TRPV1 ag,uPA generation,ELG1 genotox,Eya2 inh
OC[C@@H]1[C@@H](c2ccc(Cl)cc2)C(c2ccc(F)cc2)=NN1c1ccccc1,-1%,-0.4%,-59%,·,-3%,27%,-1%,·,-7%,-7%,-6%
CSCCC(NC(=O)c1ccccc1Br)C(=O)N1CCN(C/C=C/c2ccccc2)CC1 (configuration not stated),-76%[inhibitor],·,-40%,4%,·,·,-1%,·,?,·,·
COc1cc(C2C(C#N)=C(SC)NC3=C2C(=O)CCC3)ccc1O (configuration not stated),14%,-0.7%,4%,2%,0%,-7%,1%,-1,1%,-19%,3%
COc1ccc(-c2cc(-c3nnc(COC(=O)C4CC4)o3)c3ccccc3n2)cc1OC,30%,-0.1%,6%,44%[activator],5%,-4%,-8%,-3,5%,-3%,6%
COC(=O)c1[nH]c2cccc(C)c2c1NC(=O)CN1CCCc2ccccc21,18%,-0.6%,-36%,0%,-1%,-10%,-10%,1,-8%,-2%,-12%
O=C(CN1CCN(S(=O)(=O)c2ccccc2)CC1)N1CCCCC1,3%,-0.2%,-7%,8%,2%,13%,0%,1,0%,-3%,8%
COc1ccc(CCNC(=O)c2ccn[nH]2)cc1OC,-46%[inhibitor],-0.1%,77%,0%,2%,4%,-3%,1,-7%,5%,9%
N#Cc1cc(S(=O)(=O)c2ccc(Cl)cc2)c(N)[nH]c1=O,13%,-0.1%,6%,2%,8%,-1%,0%,2,19%,-15%,0%
COc1ccc(-c2cc(C(=O)Nc3ccc(Cl)cc3Cl)c3ccccc3n2)cc1OC,4%,-0.3%,-12%,10%,7%,9%,-1%,2,7%,-4%,4%
COc1cccc(NC(=O)COC(=O)CCSc2ccccc2)c1,4%,-0.3%,-32%,-2%,0%,6%,-3%,·,4%,-1%,-1%
CCNc1nc(Cl)nc(NNC(=O)C(C)Oc2ccccc2)n1 (configuration not stated),-18%,2.8%,-3%,4%,2%,4%,-4%,5,1%,1%,1%
NC1=NC(c2cn[nH]c2-c2ccc(F)cc2)n2c(nc3ccccc32)N1 (configuration not stated),·,0.1%,·,·,1%,3%,·,0,·,-1%,1%
CC(=O)Nc1ccc(NC(=O)c2cccc(S(=O)(=O)N(C)C3CCCCC3)c2)cc1,-42%,0.1%,-35%,-11%,4%,1%,2%,7,3%,-1%,-6%
Cc1ccc(S(=O)(=O)N2CCOCC2)cc1C(=O)OC1CCOC1=O (configuration not stated),-4%,-0.3%,-3%,-1%,2%,-2%,-1%,0,14%,-2%,-33%
CC(C)CC1C(C#N)=C(N)Oc2n[nH]c(-c3ccccc3)c21 (configuration not stated),17%,0.4%,-28%,-3%,8%,12%,-2%,-5,-2%,-1%,-22%
CCNC(=O)COC(=O)/C=C/c1cccs1,?,0.2%,17%,-2%,2%,2%,-1%,1,-4%,4%,-3%
COCc1nnc(NC(=O)CC(C)c2ccccc2)s1 (configuration not stated),7%,-0.2%,3%,4%,1%,12%,-12%,-1,2%,-3%,8%
CCc1nc(SCC(=O)N2CCCC2)c2c(=O)n(C)c(=O)n(C)c2n1,15%,0.0%,-12%,2%,-1%,9%,·,6,-13%,-3%,3%
Fc1ccc(Nc2nnns2)cc1,?,-0.1%,-3%,-2%,0%,2%,2%,-1,-6%,-3%,6%
CSCC[C@H](NC(=O)N1CCn2c1nc1ccccc12)C(=O)NCc1ccco1,9%,-0.4%,2%,-2%,2%,5%,-1%,3,-17%,3%,-2%
O=C(CSc1ccc(Cl)cc1)NNC(=O)c1ccncc1,-9%,0.8%,2%,4%,0%,-3%,0%,-5,11%,-1%,14%
Cc1nc2sc(C(c3cccs3)N3CCN(c4ccccc4)CC3)c(O)n2n1 (configuration not stated),3%,-0.1%,-4%,2%,1%,-9%,2%,0,-5%,3%,-10%
O=C1CSC(=S)N1/N=C/c1cc(Br)c(O)c(Br)c1,5%,-0.3%,-31%,6%,1%,34%,?,?,1%,-4%,?
N#Cc1ccc(CN2CCN(C(=O)CNS(=O)(=O)c3ccc4c(c3)OCCCO4)CC2)cc1,-8%,-0.1%,1%,0%,2%,3%,-5%,0,11%,1%,4%
Cc1ccc(C2C3=C(CC(C)(C)CC3=O)NC3=C2C(=O)c2ccccc23)cc1 (configuration not stated),16%,?,-94%[inhibitor],-17%,-2%,-10%,-2%,?,0%,-10%,-3%
SMILES,Integrin act MD,B2AR arrestin,BRCA1 expr act,S-ASM inh,USP2a inh,p53 reactivator,PTAP TSG101 blk,TRPV1 ag,uPA generation,ELG1 genotox,Eya2 inh
Cc1cc(Cl)ccc1NC(=S)NCc1ccco1,-5%,-0.4%,-21%,2%,1%,-3%,-2%,10,3%,-2%,-8%
O=c1[nH]nc(Cc2ccc3ccccc3n2)c2ccccc12,-16%,0.1%,-33%,0%,5%,?,-4%,-1,-4%,14%,-16%
CCOC(=O)C1=C(C)Nc2ccccc2N=C1N,31%,0.0%,0%,-3%,3%,5%,-1%,0,1%,0%,-4%
O=c1c2c3c(sc2n2cnnc2n1-c1ccccc1)N(Cc1ccccc1)CCC3,-13%,0.1%,22%,29%,-2%,-5%,-2%,0,1%,0%,-1%
O=C(c1c(O)c2ccccc2oc1=O)C1CCC1,8%,-0.4%,-18%,-2%,-1%,15%,0%,-1,3%,-9%,-1%
C[C@H](CO)N1C[C@H](C)[C@H](CN(C)Cc2ccccc2)Oc2c(NC(=O)Nc3ccc(F)cc3)cccc2C1=O,-21%,-0.4%,-47%,3%,1%,3%,-3%,·,?,-3%,-6%
O=C(CCC(=O)NNC(=O)COc1ccc(Br)cc1)NCc1ccccc1,9%,0.0%,0%,-2%,10%,-3%,2%,2,4%,2%,4%
CCN(CC)c1cc2nc(C)n(Cc3ccccc3)c(=O)c2cc1NC(=O)C1CC1,2%,0.0%,-21%,-3%,2%,-8%,0%,4,5%,2%,1%
CN(C)/C=C/c1onc(-c2c(F)cccc2Cl)c1C#N,-3%,0.6%,42%,-1%,10%,0%,-1%,11,7%,?,?
O=C1CC(SC(=NCc2ccc3c(c2)OCO3)Nc2ccccc2)C(=O)N1 (configuration not stated),-3%,-0.2%,-11%,-1%,2%,0%,-4%,8,5%,3%,-10%
CCN(CC(=O)Nc1c(F)cccc1F)C(=O)CCc1nc2ccccc2c(=O)[nH]1,20%,0.1%,1%,0%,0%,-7%,-2%,-2,1%,1%,22%
Cc1ccc2nc(-c3cccc(NC(=O)c4ccc5c(c4)OCCO5)c3)oc2c1,-45%[inhibitor],-0.1%,14%,-1%,-7%,?,-3%,27,-3%,12%,-1%
Cc1nc2scc(-c3ccco3)c2c(=O)n1/N=C/N(C)C,-6%,0.1%,1%,2%,1%,6%,1%,4,-5%,2%,-13%
O=C(NCC1CC1)c1cccc2c1C(=O)c1ccc(N3CCCC3)cc1S2(=O)=O,-1%,-0.1%,0%,-3%,9%,-5%,10%,·,0%,-3%,8%

# Compounds shown so far that have a Cl atom (7):
SMILES,Integrin act MD,B2AR arrestin,BRCA1 expr act,S-ASM inh,USP2a inh,p53 reactivator,PTAP TSG101 blk,TRPV1 ag,uPA generation,ELG1 genotox,Eya2 inh
OC[C@@H]1[C@@H](c2ccc(Cl)cc2)C(c2ccc(F)cc2)=NN1c1ccccc1,-1%,-0.4%,-59%,·,-3%,27%,-1%,·,-7%,-7%,-6%
N#Cc1cc(S(=O)(=O)c2ccc(Cl)cc2)c(N)[nH]c1=O,13%,-0.1%,6%,2%,8%,-1%,0%,2,19%,-15%,0%
COc1ccc(-c2cc(C(=O)Nc3ccc(Cl)cc3Cl)c3ccccc3n2)cc1OC,4%,-0.3%,-12%,10%,7%,9%,-1%,2,7%,-4%,4%
CCNc1nc(Cl)nc(NNC(=O)C(C)Oc2ccccc2)n1 (configuration not stated),-18%,2.8%,-3%,4%,2%,4%,-4%,5,1%,1%,1%
O=C(CSc1ccc(Cl)cc1)NNC(=O)c1ccncc1,-9%,0.8%,2%,4%,0%,-3%,0%,-5,11%,-1%,14%
Cc1cc(Cl)ccc1NC(=S)NCc1ccco1,-5%,-0.4%,-21%,2%,1%,-3%,-2%,10,3%,-2%,-8%
CN(C)/C=C/c1onc(-c2c(F)cccc2Cl)c1C#N,-3%,0.6%,42%,-1%,10%,0%,-1%,11,7%,?,?

# Source: PubChem BioAssay (National Center for Advancing Translational Sciences (NCATS))
